Source: PubChem BioAssay (National Center for Advancing Translational Sciences (NCATS))
IMPase Li cell: membrane-permeable IMPase blocker, potentiated with lithium; CHO-M1 cells, IP1 TR-FRET (IP-One), carbachol + lithium; Potency, µM (series often up to 59.4 µM), for inactives: at the top dose activity, negative = IMPase inhibition, usual class: inhibitors; actives 0.35% (n = 210,000);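 also: IP1 builds up when IMPase is blocked and the TR-FRET signal falls; potency is read from the fitted curve at half-maximal effect; plate controls were basal vehicle for no effect and high inhibitor control for full effect; nearly all actives have a fitted effect of over 50% in size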
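Lithium-sensitised IP1 accumulation assay; M1-expressing CHO cells treated 30 min at 37C with compound. Competitive antibody detection by time-resolved FRET followed a 10 min room-temperature lysis step.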
CBFb-RUNX1 inh: inhibitors of human CBF-beta and RUNX1 interaction; Potency, µM (highest dose often 59.8 µM), without a hit: at the highest dose activity, negative = inhibition, most hits filed as inhibitors; 230,000 tested, under 10 active; AlphaScreen CBFb-His/RUNX1-biotin binding, biochemical; AID 1477; Q01196+Q13951; also: % of control where 0% means no effect
Target sequence (Q01196 whole entry, looked up): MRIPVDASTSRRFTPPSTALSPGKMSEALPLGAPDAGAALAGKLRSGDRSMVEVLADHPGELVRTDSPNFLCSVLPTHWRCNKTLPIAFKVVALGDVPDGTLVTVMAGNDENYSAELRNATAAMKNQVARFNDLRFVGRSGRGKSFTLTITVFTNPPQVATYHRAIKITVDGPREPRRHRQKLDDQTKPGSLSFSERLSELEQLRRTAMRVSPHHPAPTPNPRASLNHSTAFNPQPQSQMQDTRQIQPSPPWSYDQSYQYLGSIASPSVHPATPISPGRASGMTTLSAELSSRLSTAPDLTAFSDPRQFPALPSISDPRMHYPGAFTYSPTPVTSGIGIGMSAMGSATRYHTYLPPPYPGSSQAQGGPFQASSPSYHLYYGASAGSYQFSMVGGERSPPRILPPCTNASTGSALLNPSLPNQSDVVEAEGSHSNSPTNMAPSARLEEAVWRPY
Target sequence (Q13951 whole entry, looked up): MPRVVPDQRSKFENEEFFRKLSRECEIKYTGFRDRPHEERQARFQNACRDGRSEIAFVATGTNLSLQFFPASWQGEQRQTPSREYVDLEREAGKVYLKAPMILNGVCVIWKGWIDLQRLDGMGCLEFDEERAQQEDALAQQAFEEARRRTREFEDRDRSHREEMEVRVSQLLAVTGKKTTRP
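CBF-beta (His) and RUNX1 (biotin), 30 nM each; 20 min preassociation; + compound, 15 min; + beads 50 ng each (Ni, streptavidin), 90 min; RT; AlphaScreen read.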
NPSR antag: antagonists of human neuropeptide S receptor cAMP signaling; AID 1461; actives 1% (n = 220,000); Q6W5P4; Potency, µM (titrated, usually from 38.3 µM), for inactives: at the top dose activity change, negative = inhibition, actives largely listed as inhibitors; CHO-NPSR cells, cAMP TR-FRET, antagonist mode; also: potency is read from the fitted curve at half-maximal effect; % is scaled to controls: 0 for no effect and ±100 for the full control effect; nearly all actives have a fitted effect of over 50% in size; many of its hits are not listed in these tables
Epigenetic reg: epigenetic control regulation, reporter derepression. murine LDR cells, GFP reporter derepression, 30 h. actives 0.2% (n = 280,000). AID 1865. Potency, µM (top dose mostly 53.9 µM), without a hit: top-dose GFP activation, hits mostly activators; also: potency is read from the fitted curve at half-maximal effect; % of control where 0% means no effect; nearly all actives have a fitted effect of over 60% in size
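Murine LDR cells bearing a silenced CMV-driven GFP reporter were exposed to compound for 30 h at 37 C. After PBS washes, GFP-positive cells (20-120 um objects) counted by laser-scanning microplate cytometry.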
Lamin A splicing: modulators of lamin A splicing; actives 0.01% (n = 200,000); Potency, µM (doses to about 46.1 µM), inactives show top-dose ratio change, negative = inhibition, most hits filed as inhibitors; HeLa LMNA splicing GFP/RFP minigene ratio, 48 h; active = well fitted inhibition curve with a large enough effect in the signal ratio, with a control signal flat, not every such curve was filed as active; inconclusive = small, poorly fitted or top-dose-only effect, or effect the other way, or a change in a side signal; the % refers to the signal ratio; also: potency is read from the fitted curve at half-maximal effect; % is scaled to controls: 0 for no effect and ±100 for the full control effect
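S3 HeLa stable clones carrying a lamin A-EGFP splicing minigene plus DsRed2 were seeded at 600 cells/well in Opti-MEM with 2% FBS, pin-dosed and incubated 48 h at 37°C. Acumen cytometry (488 nm) gave the GFP/RFP total-intensity ratio.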
Luc counter: counter-screen: inhibitors of Kinase-Glo firefly luciferase | Q27757 | Kinase-Glo luciferase, ATP luminescence, 8 min | Potency, µM (series often up to 38.3 µM), for the others: at the top dose activity change, negative = inhibition, hits mostly inhibitors | actives 0.28% (n = 200,000); also: potency is read from the fitted curve at half-maximal effect; % is scaled to controls: 0 for no effect and ±100 for the full control effect; nearly all actives have a fitted effect of over 60% in size
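Kinase-Glo luciferase light output from ATP and luciferin was measured with 10 uM ATP, within the enzyme's linear range. Buffer: 50 mM imidazole pH 7.2, 50 mM KCl, 7 mM MgCl2, 0.01% Tween 20, 0.05% BSA; luminescence read after 8 min at ambient temperature.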
GLA spleen mod: inhibits or activates alpha-galactosidase in human spleen homogenate | P06280 | human spleen homogenate, 4MU-alpha-Gal fluorescence, 40 min | Potency, µM (titrated, usually from 80 µM), inactives show top-dose activity change, negative = inhibition, hits mostly inhibitors | actives 0.008% (n = 240,000) | AID 2107;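 also: potency is read from the fitted curve at half-maximal effect; 0% = enzyme with vehicle and -100% = no enzyme basal signal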
Target sequence (P06280 32-429 limits assumed): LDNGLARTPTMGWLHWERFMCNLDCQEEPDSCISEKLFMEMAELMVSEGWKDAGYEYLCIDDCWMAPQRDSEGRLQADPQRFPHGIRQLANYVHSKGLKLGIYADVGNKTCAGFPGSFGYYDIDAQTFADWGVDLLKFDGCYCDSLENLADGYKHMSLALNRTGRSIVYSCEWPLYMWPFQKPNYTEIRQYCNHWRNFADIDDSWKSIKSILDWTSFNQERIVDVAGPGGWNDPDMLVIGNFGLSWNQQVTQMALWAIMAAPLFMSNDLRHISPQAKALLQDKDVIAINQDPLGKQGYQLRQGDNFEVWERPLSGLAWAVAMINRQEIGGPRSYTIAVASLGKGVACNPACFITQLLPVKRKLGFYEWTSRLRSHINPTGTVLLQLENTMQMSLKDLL
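Human spleen homogenate (1 ug) was the enzyme source, with 4-methylumbelliferyl-alpha-D-galactopyranoside (1 mM final) in pH 5.0 citrate buffer with 0.01% Tween-20. Compounds were titrated; after 40 min at 37C, NaOH/glycine stop, 4-MU fluorescence read; AC50 from Hill fits.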
Numbers without * were called inactive; u = inconclusive; x = no result given; [ ] = remark or other dose. Unless noted, calls follow the shape of the dose curve; as a rule, active = well fitted curve in the direction sought with a large enough effect; inconclusive = small, poorly fitted or top-dose-only effect, or another doubt; inactive = no such curve, though single readings can be large; an effect the other way counts as inactive or inconclusive. This is a subset, so the mix of outcomes need not match the whole.

SMILES	IMPase Li cell	CBFb-RUNX1 inh	NPSR antag	Epigenetic reg	Lamin A splicing	Luc counter	GLA spleen mod
CCCOC(=O)/C(=C\c1ccc([N+](=O)[O-])o1)NC(=O)c1ccccc1	4%	-6%	6%[46.1 µM]	0.0%	u	3%	7%
CC(=O)c1ccc(S(=O)(=O)N2CCN(CC#N)CC2)cc1	x	8%	16%	0.0%	x	x	5%
O=C(COc1cccnc1[N+](=O)[O-])Nc1cccc(S(=O)(=O)N2CCOCC2)c1	-9%	27%	-5%	1.6%	x	1%	0%
CCOC(=O)C1=C(C)N=C2SC=C(C)N2C1c1ccc(OC)cc1 (configuration not stated)	20%	14%	-19%	0.5%	14%[46 µM]	0%	0%
CN(C(=O)c1ccccc1Cl)C1CCCCC1	31%[activator][38.3 µM]	10%	-13%[46.1 µM]	-3.0%	4%	-2%	-11%
O=S(=O)(Nc1ccccn1)c1ccc(Cl)c2ccccc12	-24%	-1%	-21%	5.9%	x	-1%	0%
O=C(C1CCN(c2ncnc3c2sc2cccc(F)c23)CC1)N1CCOCC1	6%[38.3 µM]	0%	-2%[46.1 µM]	1.2%	-17%	-1%	-5%
Cc1cccc(C)c1OCC(O)CN1CCN(c2ccccc2)CC1 (configuration not stated)	-2%	-3%	-4%	2.9%	-15%[46 µM]	1%	4%
Cn1c(N)c(-c2nc3cccnc3n2C)sc1=S	9%	6%	-2%	-0.4%	x	-5%	0%
Cc1cccc(C2C3=C(CCCC3=O)N=C3c4ccccc4C(=O)C32)c1 (configuration not stated)	x	-8%	-46%	1.0%	x	x	-5%
COc1ccccc1NC(=O)CCSc1nc(C)cc(C)n1	9%	9%	-15%	-1.2%	x	1%	4%
Cc1ccc(O)c(CNc2cccc3cccnc23)c1	5%	-13%	16%	0.1%	1%[46 µM]	-1%	2%
CCOC(=O)NS(=O)(=O)c1ccc(CCNC(=O)c2cc(C)on2)cc1	-6%	-3%	7%	0.1%	-3%	6%	-4%
CCOc1cc(N2CCOCC2)c(OCC)cc1NC(=O)COc1ccc2ccc(=O)oc2c1	-6%	3%	16%	0.0%	-16%	-2%	7%
Cc1nc(Cl)c2c(n1)NC1=C(O2)C(=O)CCC1	3%	8%	-6%	-2.0%	-5%	1%	3%
COCCNC(=S)Nc1ccc2nc(N3CCCC3)cc(C)c2c1	11%	-1%	10%	-1.8%	2%	5%	20%
CS(=O)(=O)c1ccc(Cl)c(NC(=O)Cc2ccccc2F)c1	-4%	-21%	3%	-0.1%	x	x	-3%
CC(=O)Oc1cccc(C(=O)Nc2c[nH]c(=O)[nH]c2=O)c1	3%	9%	17%	-3.2%	x	-4%	2%
C=CCn1c(C)nnc1SCC(=O)N1CCN(S(=O)(=O)c2ccccc2)CC1	x	10%	7%	-2.7%	x	x	-2%
O=c1ccc(/C=C/c2ccccc2)nn1Cc1ccccc1	-2%[38.3 µM]	5%	-10%[46.1 µM]	-3.3%	-13%	18%	3%
Cc1nc2c(-c3ccc(F)cc3)c(C)nn2c(C)c1CCC(=O)N1CCOCC1	0%[38.3 µM]	3%	-3%[46.1 µM]	-3.0%	3%	-1%	5%
Cn1c(=O)oc2cc(S(=O)(=O)N3CCC(C(=O)NCC4COc5ccccc5O4)CC3)ccc21 (configuration not stated)	3%[38.3 µM]	1%	-3%[46.1 µM]	6.5%	-10%	3%	6%
CN(C(=O)c1ccccc1Cl)c1ccccc1	6%	0%	21%[46.1 µM]	-0.8%	3%	1%	1%
Cc1cc(=O)[nH]c(SCC(=O)NCC2CCCO2)n1 (configuration not stated)	x	9%	6%	0.1%	x	x	-1%
CCOCCCn1cnc2c([nH]c3cc(OC)ccc32)c1=O	-4%[38.3 µM]	6%	-2%[46.1 µM]	-1.4%	14%	-2%	-4%

Among those listed so far, these have a nitro group on carbon.
SMILES	IMPase Li cell	CBFb-RUNX1 inh	NPSR antag	Epigenetic reg	Lamin A splicing	Luc counter	GLA spleen mod
CCCOC(=O)/C(=C\c1ccc([N+](=O)[O-])o1)NC(=O)c1ccccc1	4%	-6%	6%[46.1 µM]	0.0%	u	3%	7%
O=C(COc1cccnc1[N+](=O)[O-])Nc1cccc(S(=O)(=O)N2CCOCC2)c1	-9%	27%	-5%	1.6%	x	1%	0%

Additional records
SMILES	IMPase Li cell	CBFb-RUNX1 inh	NPSR antag	Epigenetic reg	Lamin A splicing	Luc counter	GLA spleen mod
COc1ccc(N2CCN(C(=S)Nc3ccc(C)cc3)CC2)cc1	3%	9%	2%	3.0%	u	3%	-3%
COC(=O)c1cccc(NC(=O)CSc2nc(=O)cc(N)n2-c2ccccc2)c1	-24%[38.3 µM]	-7%	2%[46.1 µM]	2.3%	-3%	-2%	1%
Cc1ccc(OCc2ccc(C(=O)Nc3nc4ccccc4n3C)o2)c([N+](=O)[O-])c1	9%	8%	6%	7.3%	-7%	1%	4%
CCOC(=O)Cn1nnnc1C(CC)N(Cc1cc2ccc(C)cc2[nH]c1=O)C1CCCC1 (configuration not stated)	-7%[38.3 µM]	0%	-22%[46.1 µM]	-1.0%	-7%	17%	-7%
O=C(COc1ccc(Cl)cc1)NCc1nnc(SCC(=O)NCC2CCCO2)o1 (configuration not stated)	2%	-2%	15%	-0.1%	x	-2%	3%
Cn1cc(CNC(=O)C2c3ccccc3Oc3ccccc32)cn1	1%[38.3 µM]	0%	-7%[46.1 µM]	5.1%	3%	-5%	-17%
Cc1ccc(NC(=S)N2CCN(C(=O)c3ccccc3)CC2)c(C)c1	6%	6%	-1%	-0.4%	u	0%	1%
O=c1oc(-c2cc3ccccc3o2)nc2sc3c(c12)CCCC3	-1%[38.3 µM]	2%	0%[46.1 µM]	-1.7%	4%	-12%	2%
COc1cc(/C=N/NC(=O)c2cccnc2)ccc1OCC(=O)Nc1c(C)cc(C)cc1C	-4%	3%	1%	0.0%	9%	6%	10%
C/C(=N\NC(=O)c1cccnc1)c1ccc(C)c([N+](=O)[O-])c1	12%	10%	6%	-1.1%	x	-1%	-10%
CN(CCO)S(=O)(=O)c1ccc2c(c1)C(=NNC(N)=O)c1cc(S(=O)(=O)N(C)CCO)ccc1-2	x	3%	12%[7.67 µM]	-0.3%	x	x	15%
O=C1c2ccccc2C(=O)N1CC(=O)N1c2ccccc2CCc2ccccc21	9%[38.3 µM]	0%	-26%[46.1 µM]	-0.9%	13%	8%	2%
COc1ccc(OC)c(/C=N/NC(=O)c2cc(-c3ccc(C)o3)nc3ccccc23)c1	2%	3%	-3%	0.0%	u	-9%	12%
O=C(NNC1=C(C(=O)C(F)(F)F)CCC1)c1cccnc1	28%	-1%	-4%	-1.6%	x	7%	0%
O=C(Nc1ccc(Br)cn1)c1cccc(-c2cc3ccccc3oc2=O)c1	5%	-8%	-18%	19%	0%	-1%	-9%
C/C(=N\Nc1ccc(S(=O)(=O)N2CCOCC2)cc1[N+](=O)[O-])C(C)C	26%	3%	-27%	1.4%	u	-2%	9%
O=C(NC1CC2CCCC(C1)N2Cc1ccco1)NC12CC3CC(CC(C3)C1)C2 (configuration not stated)	-2%[38.3 µM]	-3%	-8%[46.1 µM]	-0.9%	3%	-3%	10%
O=C(CN1CCN(c2ccccc2)CC1)Nc1cccc([N+](=O)[O-])c1	7%	6%	-5%	-3.4%	-20%[46 µM]	5%	8%
O=C(O)c1cccc(NC(=S)N/N=C/c2ccccn2)c1	15%	-9%	4%	-5.9%	-13%[46 µM]	-4%	-1%
C/C(=N\NC(=O)CC1N=C(Cc2ccccc2)NNC1=O)c1ccc(C)cc1 (configuration not stated)	-10%[38.3 µM]	6%	5%[46.1 µM]	1.8%	13%[0.0737 µM]	0%	7%
Cn1ccc(NC(=O)Nc2ccc(Cl)cc2)n1	x	24%	7%	-1.1%	-7%[46 µM]	x	-6%
CCOC(=O)c1sc(NC(=O)CSc2nc3c(c(-c4ccc(OC)cc4)c2C#N)CCCC3)c(C#N)c1C	-3%[38.3 µM]	1%	-1%[46.1 µM]	-2.3%	8%	3%	8%
O=C(Nc1nnc(COc2ccc(Cl)cc2)s1)C1CCCO1 (configuration not stated)	6%	4%	-5%[46.1 µM]	-0.9%	-8%	2%	-3%
COc1ccc(COc2ccsc2C(=O)Nc2ccc(Cl)c(Cl)c2)cc1	5%[38.3 µM]	7%	-3%[46.1 µM]	-1.1%	u	-2%	-9%
COc1n[nH]c2nncnc12	-11%[38.3 µM]	0%	-5%[46.1 µM]	-0.9%	9%	-4%	-3%

3 entries from above, ordered by their value in NPSR antag, ascending.
canonical_smiles	NPSR antag
O=C(CN1CCN(c2ccccc2)CC1)Nc1cccc([N+](=O)[O-])c1	-5%
Cc1cccc(C)c1OCC(O)CN1CCN(c2ccccc2)CC1 (configuration not stated)	-4%
CC(=O)Oc1cccc(C(=O)Nc2c[nH]c(=O)[nH]c2=O)c1	17%

Following part
SMILES	IMPase Li cell	CBFb-RUNX1 inh	NPSR antag	Epigenetic reg	Lamin A splicing	Luc counter	GLA spleen mod
Cc1ccc(Nc2nc(CSc3nnc(-c4ccncc4)n3C)cs2)cc1	x	-8%	-5%[46.1 µM]	-0.9%	-18%	x	2%
CCN(CC)S(=O)(=O)c1cccc(-c2n[nH]c(=S)n2C)c1	-5%	2%	-4%	0.0%	20%[46 µM]	-1%	5%
Cc1c(O)cc(O)c2c(=O)c(-c3ccc(O)cc3)coc12	9%	11%	x	-0.3%	x	-8%	-2%
O=[N+]([O-])c1ccc(Nc2ccc3ccccc3c2)nc1	20%[38.3 µM]	3%	-30%[46.1 µM]	4.1%	5%	4%	-2%
COc1ccc2cc3c(N)nn(C(=O)Cc4ccccc4OC)c3nc2c1	14%[38.3 µM]	0%	-25%[46.1 µM]	-1.0%	13%	-2%	-4%
C/C(=N/NC(=O)c1ccc2c(c1)OCO2)c1cccc(NC(=O)C(C)(C)C)c1	-19%[38.3 µM]	3%	-20%[46.1 µM]	-0.9%	7%	4%	-4%
CCOC(=O)c1cccc(S(=O)(=O)N2CCOCC2)c1	-5%	5%	2%	-1.2%	x	x	0%
COc1cc2c(cc1OC)CN(C(C)C(=O)Nc1ccc(NC(C)=O)cc1)CC2 (configuration not stated)	16%[38.3 µM]	-1%	-8%[46.1 µM]	0.8%	-6%	1%	-4%
Cc1nn(CC(=O)OCC(=O)NC(C)c2ccccc2)c(C)c1[N+](=O)[O-] (configuration not stated)	-4%	3%	4%	1.1%	u	1%	11%
Nn1c(COc2ccccc2)nc2ccccc2c1=O	-7%[38.3 µM]	11%	-3%[46.1 µM]	-9.0%	8%	-10%	-4%
